Compound activity (PubChem)
S2 tox – viability counter-screen for ATXN expression inhibitors. S2 cells (HEK-293 line with an ATXN2-luciferase reporter) viability, CellTiter-Fluor protease fluorescence, 24 h. Potency, µM (highest dose often 56.7 µM), actives largely listed as cytotoxic. 400,000 compounds, 0.49% hits; further: nearly all actives have a fitted effect of over 40% in size
A549 tox – A549 cytotoxicity, counter-screen for Nrf2 inhibitors; Potency, µM (titrated, usually from 46 µM), without a hit: at the highest dose activity change, negative = cytotoxicity, actives largely listed as inhibitors; A549 ARE-Fluc cells, CellTiter-Fluor viability, 18-24 h; 390,000 compounds, 0.16% hits; AID 504648; further: on the % scale 0 is the no-effect control and ±100 the full control effect
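A549 ARE-Fluc cells in 5% FBS OPTI-MEM, 5000 cells/well, rested 2 h then exposed to compounds in concentration-response for 18-24 h at 37 °C. Viability by CellTiter-Fluor fluorescence (Ex 405/Em 525) after 30 min; luciferase luminescence (BugLite, 15 min, RT) read afterwards.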
HepG2 viability – counter-screen for TGF-b inhibitors: cytotoxicity in HepG2 cells; HepG2 CAGA-GFP viability, ATP luminescence, 18 h; 410,000 compounds, 0.76% hits; Potency, µM (series often up to 46.1 µM), for the others: at the top dose activity change, negative = cytotoxicity, usual class: cytotoxic; AID 588856; further: some results filed as inactive show a strong effect at the top dose
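HepG2 CAGA-GFP cells (1000/well, DMEM with 1% FBS) received compound, then TGF-beta at 500 pg/mL final, and were incubated 18 hours at 37 degrees C. Viability was read by CellTiter-Glo luminescence. Media-only wells were set as complete cell-killing and DMSO as no toxicity.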
ATXN2 expr inh – inhibitors of ATXN2 expression; AID 1745845; Potency, µM (highest dose often 57 µM), for the others: at the highest dose activity change, negative = inhibition, hits mostly inhibitors; 360,000 compounds, 0.72% hits; HEK-293 ATXN2-luciferase reporter, luminescence, 24 h; further: on the % scale 0 is the no-effect control and ±100 the full control effect; nearly all actives have a fitted effect of over 55% in size
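qHTS (up to 57 uM final) was run with 24 h compound exposure of reporter cells at 37 °C. Each well was multiplexed: SteadyGlo luminescence measured ATXN2-luciferase expression after a fluorogenic Gly-Phe-AFC viability readout (25 uM final).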
TGFb inhibitor – inhibitors of TGF-b signaling. 410,000 compounds, 1.2% hits. Potency, µM (highest dose often 46.1 µM), for inactives: top-dose activity, negative = inhibition, usual class: inhibitors. HepG2 CAGA-GFP TGF-b/SMAD3 reporter, GFP fluorescence, 18 h; TGF-beta stimulated, 500 pg/mL final; further: on the % scale 0 is the no-effect control and ±100 the full control effect; nearly all actives have a fitted effect of over 65% in size
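Smad-responsive CAGA-GFP expression was quantified in HEPG2 cells exposed to compounds and 500 pg/mL final TGF-beta for 18 h at 37 degrees C; unstimulated wells defined full inhibition.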
Nrf2 activator – activators of Nrf2 (ARE) signaling. Potency, µM (highest dose often 46.1 µM), for inactives: at the top dose activation, usual class: activators. AREc32 ARE-luciferase reporter (MCF7-derived line), luminescence, 24 h. 410,000 compounds, 0.31% hits; further: % of control where 0% means no effect; nearly all actives have a fitted effect of over 65% in size
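ARE-driven firefly luciferase activity in AREc32 cells measured after a 24 hr compound exposure at 37 deg C, using Steady-Glo reagent and a 30 min room-temperature hold.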
EPAC2 antagonist – EPAC2 (human) antagonism. AID 720708. Potency, µM (series often up to 114 µM), inactives show at the highest dose activity, negative = inhibition, hits mostly inhibitors. EPAC2 GEF exchange of Rap1B-BODIPY-GDP, fluorescence. 360,000 compounds, 0.18% hits. Q8WZA2; further: on the % scale 0 is the no-effect control and ±100 the full control effect; nearly all actives have a fitted effect of over 45% in size; many of its hits are not listed in these tables
Nrf2 inh – Nrf2 pathway inhibition; A549 ARE-Fluc reporter, luciferase luminescence, 18-24 h; Potency, µM (top dose mostly 46 µM), inactives show top-dose activity change, negative = inhibition, actives largely listed as inhibitors; 360,000 compounds, 2.1% hits; AID 504444; further: on the % scale 0 is the no-effect control and ±100 the full control effect; nearly all actives have a fitted effect of over 60% in size
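Nrf2 function is reported as luminescence of an ARE-controlled luciferase in A549 cells. Compounds were tested at several concentrations, and a CellTiter-Fluor read on the same wells flagged cytotoxicity.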
MCF10A rerep – induces DNA re-replication in MCF 10a normal breast cells; MCF 10A DNA re-replication, Hoechst nuclear intensity, 48 h; Potency, µM (doses to about 46.1 µM), inactives show at the highest dose activity, positive = re-replication, most hits filed as activators; 350,000 compounds, 2.9% hits; further: % of control where 0% means no effect; nearly all actives have a fitted effect of over 50% in size
* = called active by the depositor; i = inactive; ? = inconclusive; . = no result given; [ ] = remark or other dose. The call rests on the fitted dose curve; in most records, active means well fitted curve in the direction sought with a large enough effect; inconclusive means small, poorly fitted or top-dose-only effect, or another doubt; inactive means no such curve, though single readings can be large; an effect the other way counts as inactive or inconclusive. Potency means the concentration at half of the fitted maximal effect.

SMILES	S2 tox	A549 tox	HepG2 viability	ATXN2 expr inh	TGFb inhibitor	Nrf2 activator	EPAC2 antagonist	Nrf2 inh	MCF10A rerep
COc1cccc(-c2ccc(NC(=O)C3CCCN(Cc4cnc(C)s4)C3)cc2)c1 (configuration not stated)	?	-13%	5%	-22%	-18%	2.8%	-4%	?	6%
Cc1cc(C)c(NS(=O)(=O)c2ccc(Cl)c(C(=O)O)c2)c(C)c1	i	-3%	-3%	-7%	15%	-0.6%	-8%	-25%	0%
COc1ccccc1C1=NOC(C(=O)N2CCN(C(=O)c3ccco3)CC2)C1 (configuration not stated)	i	6%	14%	3%	6%	-0.4%	-4%	1%	0%
COc1ccc(-c2nn(-c3ccccc3)cc2C(=O)N(C)C)cc1	i	0%	-2%	-9%	15%	0.1%	-4%	-7%	0%
N#Cc1c(N)nc(SCC(=O)NC2CCCCC2)c(C#N)c1-c1ccc(Cl)cc1	i	-8%	-2%	-33%	4%	-0.6%	-5%	-19%	?
CCc1ccc(OCC(=O)NCCOc2ccccc2)cc1	i	1%	0%	20%	27%	-0.5%	-4%	7%	2%
Cn1c2ccccc2c2nnc(SCc3ccc4nonc4c3)nc21	i	11%	-6%	-13%	-14%	3.4%	7%	15%	11%
COc1cccc(C(C)(O)c2nc(-c3ccc(OC)c(OC)c3)cs2)c1 (configuration not stated)	i	.	-16%	-25%	3%	2.8%	-24%	.	.
COc1ccc(NS(=O)(=O)c2c(C)[nH]c(=O)[nH]c2=O)c(OC)c1	?	-4%	0%	4%	-1%	-0.3%	10%	3%	8%
Cc1ccc(NC=C(S(=O)(=O)c2ccccc2)S(=O)(=O)c2ccccc2)c(C)c1	i	-5%	0%	1%	0%	-0.8%	9%	9%	?
Cc1ccn2c(Nc3ccc4c(c3)OCCO4)c(-c3ccccc3O)nc2c1	?	1%	-7%	2%	15%	6.6%	.	3%	.
COc1ccc2nc(Cl)c(C3CC(c4ccco4)=NN3C(=O)CCCC(=O)O)cc2c1 (configuration not stated)	i	-12%	6%	6%	-2%	0.0%	4%	4%	-2%
O=c1[nH]c(C(F)(F)F)nc2ccc3ccccc3c12	i	-1%	-1%	89%[activator]	-20%	-0.2%	-8%	?	21%
CC(=O)Nc1ccc(S(=O)(=O)Nc2nc3ccccc3nc2Nc2ccc(S(N)(=O)=O)cc2)cc1	i	4%	6%	-24%	6%	-1.3%	-5%	-12%	1%
Cc1cc(C)c(S(=O)(=O)N/N=C/c2ccc([N+](=O)[O-])o2)c(C)c1	i	0%	-37%	-23%	-3%	14%	1%	-9%	17%
Cc1ccc(S(=O)(=O)n2c(C)nc3ccccc32)cc1	i	16%	1%	-45%	-9%	-0.2%	-18%	-18%	0%
Cc1cccc(CNC(=O)CCCN2C(=O)COc3ccc(C)cc32)c1	.	2%	-43%	.	.	3.5%	.	4%	.
O=C(N/N=C/c1cccc(O)c1)NC1CCCCC1	i	3%	-2%	31%	11%	4.8%	-17%	-16%	-6%
COc1ccc2[nH]c3c(=O)n(Cc4ccc(C(=O)NCC5CCCO5)cc4)c(=S)[nH]c3c2c1 (configuration not stated)	i	6%	-1%	.	9%	-0.2%	46%[activator]	15%	4%
O=C(NCc1ccco1)c1ccc2c(c1)N(Cc1ccccc1F)C(=O)c1ccccc1S2=O (configuration not stated)	i	-14%	-7%	-3%	2%	8.8%	.	?	.

4 entries from above, as labelled records:
Cc1cc(C)c(S(=O)(=O)N/N=C/c2ccc([N+](=O)[O-])o2)c(C)c1
  S2 tox: i	A549 tox: 0%	HepG2 viability: -37%	ATXN2 expr inh: -23%	TGFb inhibitor: -3%	Nrf2 activator: 14%	EPAC2 antagonist: 1%	Nrf2 inh: -9%	MCF10A rerep: 17%

Cc1ccc(S(=O)(=O)n2c(C)nc3ccccc32)cc1
  S2 tox: i	A549 tox: 16%	HepG2 viability: 1%	ATXN2 expr inh: -45%	TGFb inhibitor: -9%	Nrf2 activator: -0.2%	EPAC2 antagonist: -18%	Nrf2 inh: -18%	MCF10A rerep: 0%

Cc1cccc(CNC(=O)CCCN2C(=O)COc3ccc(C)cc32)c1
  S2 tox: .	A549 tox: 2%	HepG2 viability: -43%	ATXN2 expr inh: .	TGFb inhibitor: .	Nrf2 activator: 3.5%	EPAC2 antagonist: .	Nrf2 inh: 4%	MCF10A rerep: .

O=C(N/N=C/c1cccc(O)c1)NC1CCCCC1
  S2 tox: i	A549 tox: 3%	HepG2 viability: -2%	ATXN2 expr inh: 31%	TGFb inhibitor: 11%	Nrf2 activator: 4.8%	EPAC2 antagonist: -17%	Nrf2 inh: -16%	MCF10A rerep: -6%

The listing continues.
SMILES	S2 tox	A549 tox	HepG2 viability	ATXN2 expr inh	TGFb inhibitor	Nrf2 activator	EPAC2 antagonist	Nrf2 inh	MCF10A rerep
O=C(Cn1cnc2ccccc2c1=O)NCCCN1CCCC1=O	i	6%	-22%	.	-21%	-0.1%	11%	4%	7%
Cc1cccc(N/N=C/c2ccccc2O)c1	i	-5%	-7%	52%[activator]	?	6.3%	0%	24%	?
CC12CC(c3ccccc3O1)N(C(=O)c1ccco1)C(=S)N2c1ccccc1 (configuration not stated)	i	?	-52%	-16%	-10%	0.4%	-13%	8.2µM*	23µM*
C[C@@H]1CN([C@H](C)CO)C(=O)CCCn2nncc2CO[C@@H]1CN(C)C(=O)c1ccc(N2CCN(C)CC2)cc1	i	.	-77%	-10%	10%	0.2%	4%	.	.
CCN(CC)C(=O)c1cccc(-c2csc(C(C)(O)c3ccncc3)n2)c1 (configuration not stated)	?	.	-10%	?	1%	3.8%	5%	.	.
O=C(C1CC(=O)N(C2CCCC2)C1)N1CCN(c2ccc(F)cc2)CC1 (configuration not stated)	i	-2%	-14%	-7%	0%	0.3%	3%	-6%	4%
O=C(O)CC(CC(=O)NCC(O)c1ccccc1)c1ccccc1 (configuration not stated)	i	-3%	3%	.	13%	-0.7%	15%	1%	-4%
CC(C)CC1NC(=O)N(CC(=O)N2c3ccccc3NC(=O)C2(C)C)C1=O (configuration not stated)	i	7%	-8%	-6%[11.3 µM]	-3%	-0.7%	-1%	-10%	-7%
Cc1ccc(-c2cc(C(F)(F)F)n3ncc(C(=O)NCc4ccco4)c3n2)cc1	i	-2%	-17%	-5%	10%	7.4%	2%	.	-9%
COc1ccc(NS(=O)(=O)c2ccc3oc(Nc4ccc5c(c4)OCCO5)nc3c2)cc1	i	-4%	-23%	30%	?	4.5%	-9%	.	?
Cc1ccc2nc(Cn3cc(C(F)(F)F)cc(Cl)c3=O)cc(=O)n2c1	.	4%	-3%	7%	3%	2.8%	10%	-3%	-5%
Cc1cc(C(=O)COC(=O)c2ccccc2Br)c(C)n1CC1CCCO1 (configuration not stated)	i	-3%	-10%	-24%	-8%	-1.5%	-2%	28%	18%
CC(C)(C)NC(=O)NC(=O)CSc1nnc(-c2ccccc2F)n1N	i	-2%	-18%	-1%	-26%	-0.3%	-1%	-19%	-2%
CC1CCN(CC(=O)Nc2nccs2)CC1	i	-2%	22%	-6%	17%	0.1%	6%	4%	-2%
CCC(=O)N1CCC(C)(C(=O)NCc2cccc(OC)c2)C1 (configuration not stated)	i	.	-2%	10%	1%	-1.0%	9%	.	.
O=C(NC1CCCCCCC1)C1CCCN(S(=O)(=O)c2cnc[nH]2)C1 (configuration not stated)	i	0%	6%	-6%	8%	-0.1%	1%	0%	-1%
Fc1cccc(Cl)c1-c1nnc2ccc3ccccc3n12	i	?	-18%	6%	-22%	2.1%	-25%	?	-3%
CC(C)C(=O)N1CCN(c2ccccc2NC(=O)c2ccco2)CC1	i	1%	-5%	-19%	17%	-0.5%	1%	-26%	-3%
Cc1ccc(C(=O)N2CCc3cc(CNC(=O)c4ccc(Br)cc4)ccc32)cc1	.	-15%	-18%	.	-24%	4.9%	.	.	.
Cc1[nH]c2ccccc2c1C(c1ccncc1)N1CCCCC1 (configuration not stated)	i	-2%	10%	21%	23%	0.4%	-1%	-4%	-1%
C=CC[C@@H](CC(=O)N[C@H](CO)Cc1ccccc1)C(=O)N[C@@H](COC(=O)[C@H](CC=C)CC(=O)OC(C)(C)C)Cc1ccccc1	?	-15%	-25%	-21%	-17%	0.2%	12%	?	6%
COc1ccc(S(=O)(=O)N2CCN(C(=O)CCc3c[nH]c4ccccc34)CC2)cc1	i	8%	-9%	.	-18%	-0.1%	-2%	-4%	7%
Cc1cc(C)nc(SCC(=O)N/N=C/c2cc(C)n(-c3ccccc3C)c2C)n1	i	-15%	2%	-8%	9%	0.1%	-13%	-49%	4%
CN(CC(=O)NCC(c1ccco1)N1CCCCC1)S(=O)(=O)c1ccc(Cl)cc1 (configuration not stated)	i	-8%	-22%	6%	-3%	-0.6%	-2%	2%	10%
COc1ccc(-c2cc(C(=O)N3CCCC3)c3ccccc3n2)cc1	i	0%	-7%	5%	7%	6.1%	-1%	?	1%
CCCNC(=O)c1cnc(-c2ccccc2)nc1-c1ccccc1	i	-5%	2%	-2%	9%	0.7%	11%	?	?
CCOc1ccc(CCNC(=O)C2CCN(c3nnc(-n4cccc4)s3)CC2)cc1OCC	i	-7%	-21%	2%	-17%	0.0%	16%	-12%	12%
CCCn1c2ccccc2c2nnc(SCC(=O)Nc3cccc(C(C)=O)c3)nc21	.	-12%	10%	.	-23%	0.3%	.	-28%	.
CCOCCCNC(=O)CN1C(=O)CCn2nc(-c3cccn3C)cc21	i	-5%	-5%	10%	1%	-1.0%	.	.	.

An excerpt; count on the stated rates, not on these rows.
